Screening data as filed in PubChem BioAssay.
ALOX12 inh = ALOX12 (human) lipoxygenase inhibition; P18054; purified 12hLO, xylenol orange hydroperoxide absorbance; Potency, µM (titrated, usually from 108 µM), inactives show at the top dose activity change, negative = inhibition, usual class: inhibitors; 1.1% of 580,000 active; AID 1671190; further: potency means the concentration at half of the fitted maximal effect
Target sequence (P18054 whole entry, looked up): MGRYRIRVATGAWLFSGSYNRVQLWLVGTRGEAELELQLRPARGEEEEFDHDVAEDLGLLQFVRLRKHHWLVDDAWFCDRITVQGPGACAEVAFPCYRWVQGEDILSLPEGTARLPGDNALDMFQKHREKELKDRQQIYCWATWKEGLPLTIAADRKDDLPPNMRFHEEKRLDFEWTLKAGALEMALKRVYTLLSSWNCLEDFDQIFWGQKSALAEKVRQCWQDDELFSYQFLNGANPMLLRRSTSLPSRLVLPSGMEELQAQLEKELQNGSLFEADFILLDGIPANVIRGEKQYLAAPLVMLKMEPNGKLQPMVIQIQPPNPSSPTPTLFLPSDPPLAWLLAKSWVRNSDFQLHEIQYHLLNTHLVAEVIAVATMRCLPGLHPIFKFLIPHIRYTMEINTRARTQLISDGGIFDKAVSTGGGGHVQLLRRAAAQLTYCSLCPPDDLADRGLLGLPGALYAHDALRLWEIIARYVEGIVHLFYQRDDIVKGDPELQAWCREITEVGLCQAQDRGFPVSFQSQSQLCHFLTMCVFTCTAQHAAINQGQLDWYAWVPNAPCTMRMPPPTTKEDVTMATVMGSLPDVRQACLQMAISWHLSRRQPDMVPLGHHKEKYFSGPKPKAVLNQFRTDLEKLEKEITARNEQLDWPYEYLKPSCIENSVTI
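Hydroperoxide product was detected by ferrous iron/xylenol orange as the 573 to 405 nm absorbance ratio. Arachidonic acid at 40 uM (final) was turned over for 30 min at room temperature by 150 nM human 12hLO, pH 7.0 Hepes buffer, after 15 min compound preincubation.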
GLS inh = glutaminase GLS (human) inhibition | AID 624170 | GLS enzymatic activity, qHTS titration | Potency, µM (top dose mostly 45.5 µM), without a hit: at the highest dose activity change, negative = inhibition, usual class: inhibitors | O94925 | 0.21% of 410,000 active; further: potency means the concentration at half of the fitted maximal effect
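Human kidney-isoform GLS in 45 mM KH2PO4 pH 8.2, 0.02% Tween-20, with compound, started with 1mM L-Glutamine (added stock). Glutamate oxidase/HRP/Amplex red coupled fluorescence read at start and after 30 min at RT.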
PI4K2A block = inhibitors of human PI4K2A | Q9BTU6 | purified PI4K2A, ADP-Glo luminescence, 1 h; stronger effect = lower value | AID 1346378 | 0.13% of 420,000 active | activity change, negative = inhibition, % at 76.9 µM; in the data active means activity change below about -50%; inconclusive means mostly about -30% to -49%;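 further: -100% = wells without enzyme as full effect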
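Compounds are screened against recombinant PI4K2A using PI as substrate and ATP, the latter dispensed at 300 microM. Reactions run one hour at ambient temperature before ADP-Glo detection; full inhibition defined by wells lacking enzyme.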
An asterisk follows results filed as active; u = inconclusive; & = joins results of further samples. Unless noted, the call rests on the fitted dose curve; in most records, active means well fitted inhibition curve with a large enough effect; inconclusive means small, poorly fitted or top-dose-only effect, or another doubt; inactive means no such curve, though single readings can be large or run the other way. Unless noted, on the % scale 0 is the no-effect control and ±100 the full control effect. Some of the compounds tested (hit frequency here may not be typical).

Values in the order – ALOX12 inh | GLS inh | PI4K2A block
CCCc1nc2cc(C)c(Br)c(C)n2c1CC1CCCCC1
→ u | -8% | -2
COc1ccc(-c2cc(NC=O)c3ncc(-c4ccccc4)n3c2)cc1OC
→ -6% | 2% | 2
CN1OC[C@@H]2CN(Cc3ccc(Cl)cc3)[C@H](c3ccc(-n4ccnc4)cc3)C[C@@H]21
→ -26% | 16% | 0
CC(C)CNC(=O)C1(C)CCCCCN1Cc1ccccc1-c1ccccc1 (centres undefined)
→ 3% | -6% | 6
CC(C)C(N)c1csc(NC(=O)Nc2ccccc2C(C)(C)C)n1 (centres undefined)
→ -5% | 0% | 0
O=C(Nc1ccc(Oc2ccccc2)cc1)c1csc([C@@H]2C[C@H](O)[C@@H](CO)O2)n1
→ -4% | -4% | -1
O=C(Nc1cccc(Cl)c1Cl)c1csc([C@H]2C[C@H](O)[C@@H](CO)O2)n1
→ -22% | 4% | -3
CCCCN1C(=O)C(=O)NC[C@@H]1Cc1ccc(O)cc1
→ u | 7% | 0
CC(C)Cn1cc(-c2cccc3nccn23)cn1
→ -10% | 3% | -1
OC1CCC(Nc2ccn3nc(-c4cccc(Cl)c4)cc3n2)CC1 (centres undefined)
→ -16% | -5% | 5
CCOC(=O)C1CCCN(C(=O)c2ccc(C)c(F)c2)CC1 (centres undefined)
→ -2% | 3% | -2
COc1ccc(OC)c(N(CCN2C(=O)c3ccccc3C2=O)C(=O)C2CCC(=O)C2C)c1 (centres undefined)
→ -19% | 4% | -1
COc1cccc(C(=O)N2[C@H](COCc3ccccc3)C=CS2(=O)=O)c1
→ u | 4% | 1
CN(C)CCN(C)C1CN(Cc2ccccc2)S(=O)(=O)C1 (centres undefined)
→ -15% | -1% | 1
OC(c1ccc(Cl)c(Cl)c1)c1ncc(-c2ccccc2C(F)(F)F)[nH]1 (centres undefined)
→ -17% | 1% | -1
CC(C)CC(c1nc2ccccc2[nH]1)n1c(-c2ccccc2Br)nc2ccccc21 (centres undefined)
→ u | -3% | -1
Cc1ccccc1CN(C)C[C@@H]1OCc2cnnn2CCCC(=O)N([C@H](C)CO)C[C@H]1C
→ -18% | 4% | -3
COc1ccccc1CNC(=O)COC(=O)c1cnc(C)cn1
→ 18% | -3% | 0
CCOC(=O)C1CCCN(C(=O)c2cc(C)n(C(C)(C)C)n2)CC1 (centres undefined)
→ -1% | 1% | -1
COc1ccc(OCC(=O)Nc2ccc3c(c2)nc(CCN2CCN(c4ccccn4)CC2)n3C)cc1
→ -16% | -4% | 2
COc1ccccc1-c1cc(NC=O)c2ncc(-c3ccc(F)cc3)n2c1
→ u | -26% | -4
COC(=O)[C@]12CCCCC=C1N(Cc1ccccc1)C(=O)[C@H](CC(=O)NCc1cccc3ccccc13)C2
→ -8% | 8% | 1
CC1(C(=O)NS(=O)(=O)c2cccs2)CCN1C(=O)CC1CC1 (centres undefined)
→ 0% | 0% | -2
C[C@H]1CN([C@@H](C)CO)C(=O)c2cc(-c3cccc(C#N)c3)cnc2O[C@H]1CN(C)C(=O)c1ccccn1
→ u | 1% | -7
C[C@@H]1CN([C@H](C)CO)C(=O)CCCn2cc(nn2)CO[C@H]1CN(C)S(=O)(=O)c1ccccc1F
→ -4% | 16% | 2
COc1cc(C)ccc1S(=O)(=O)NC(=O)C1(C)CCN1C(=O)COc1ccc(Cl)cc1 (centres undefined)
→ -4% | 2% | -1
COc1cc(C(=O)NC2CC2)cc(OC)c1OC
→ -2% | -12% | 0
C/C(COc1ccccc1)=N\NC(=O)c1nnn(-c2nonc2N)c1CSc1ccc(C)cc1
→ 0% | 8% | 4
N#C[C@H]1C[C@H]2C[C@@H]2N1C(=O)[C@@H](N)C12CC3CC(CC(O)(C3)C1)C2
→ u | -8% | -1
Cn1c(=O)c2cc(NC(=O)NCc3ccccc3)ccc2n1C/C=C/c1ccccc1
→ u | 1% | 0
CC1=C(C(=O)N(C(C)C)C(C)C)CC(CC(=O)NCCc2ccccn2)C(=O)N1Cc1ccc(F)cc1 (centres undefined)
→ 26% | 10% | 6
Cc1ccccc1-c1cnc(C(O)c2cccc(C)c2C)[nH]1 (centres undefined)
→ 10% | 0% | 0
CNc1cncc(-c2ccc(O)cc2C)n1
→ u | 7% | -7
COC(=O)c1cc(Cl)ccc1NCC(N)c1ccccc1 (centres undefined)
→ -7% | 21% | -6
Cc1ccccc1-c1cnc(C(O)c2ccc(F)c(F)c2)[nH]1 (centres undefined)
→ -5% | -2% | 0
CCCCNC(=O)c1ccc2nc(CC)c(N(C)Cc3ccc(OC)cc3)n2c1
→ -6% | 6% | -1
Cc1ccc(C(=O)NCC(=O)N(C)Cc2ccccc2C)s1
→ -1% | 0% | -3
COc1ccc(CN2C[C@@H](CO)O[C@@H](n3cnc4c(NC5CC5)ncnc43)C2)cc1
→ -14% | 3% | -1
COCOCCn1cc(CN2CCS(=O)(=O)N(Cc3ccc(-c4ccc(C)cc4)cc3)C(CC(C)C)C2=O)nn1 (centres undefined)
→ 27% | 0% | u
CC(=O)c1cc2c(cc1NC(=O)CSc1nnc(C3CC3)n1C)OCO2
→ -29%&4% | 6% | -1
CCC(=O)N1CCC1(C)C(=O)Nc1cccc(OC)c1 (centres undefined)
→ 8% | -12% | 4
CC1=C(C(=O)N2CCCCCC2)CC(CC(=O)NCC2CCCCC2)C(=O)N1CCCN1CCCC1=O (centres undefined)
→ -1% | -25% | 0
CN(Cc1ccccc1)c1cc2c(c3c1ccn3C)C1CCC2O1 (centres undefined)
→ u | 22% | -3
CCCCc1c(Cc2ccccc2)ncn1CCc1ccccc1OC
→ u | -12% | -1
C(=C\c1ccccc1)/CN1CCN(C(c2cccc3ccccc23)c2nnnn2Cc2ccccc2)CC1 (centres undefined)
→ -18% | 2% | 2
CC1=C(C(=O)N2CCOCC2)CC(CC(=O)NCCCN(C)C)C(=O)N1CCCN1CCCC1=O (centres undefined)
→ u | -24% | 1
CC(C)NC(=O)N(C)C[C@H]1Oc2cc(Br)ccc2S(=O)(=O)N([C@H](C)CO)C[C@H]1C
→ 17% | -4% | -7
O=C1CCCN1C1CCN(Cc2ccccc2)S(=O)(=O)N1 (centres undefined)
→ 3% | -19% | -4
COc1ccccc1C(=O)NCC(=O)OCc1nnc(-c2ccccc2)o1
→ -2% | -3% | 1
COc1cccc(NC(=O)N2CCc3nc(Nc4cc(Cl)cc(Cl)c4)ncc3C2)c1
→ u | -1% | -1

Next compounds follow:
Values in the order – ALOX12 inh | GLS inh | PI4K2A block
O=C(NCc1ccccc1)c1cccc2c(-c3cccnc3)coc12
→ 1% | u | -5
CCOC(=O)C1(C)CCCCN1C(=O)c1ccnc(Cl)c1 (centres undefined)
→ -26% | -1% | 1
Cc1cccc(C)c1-n1nnnc1C(c1cccc2ccccc12)N1CCN(C/C=C/c2ccccc2)CC1 (centres undefined)
→ -18% | -3% | -1
C[C@@H]1CN([C@@H](C)CO)C(=O)c2ccccc2-c2ccccc2CO[C@@H]1CN(C)S(=O)(=O)c1ccc(C(F)(F)F)cc1
→ u | -6% | 1
CCCc1nc2c(C)cc(Br)cn2c1Cc1cccc(F)c1
→ u | 2% | -4
O=C(NCCc1c[nH]c2ccccc12)c1ccc([N+](=O)[O-])o1
→ 1% | 16% | -3
Cc1cn([C@H]2C[C@H](O)[C@@H](/C=C/C(=O)NCCc3ccc4ccccc4c3)O2)c(=O)[nH]c1=O
→ 6% | 15% | -2
COc1cc2nc3n(c(=O)c2cc1OC)-c1cc2ccccc2cc1C(=O)NC3Cc1ccccc1 (centres undefined)
→ -21% | -5% | 0
Cc1noc(C)c1-c1ccc(C(=O)Nc2ccccc2)c2occc12
→ 3% | 3% | -7
CSc1ncnc2c1ncn2CCCNCC1CCCCC1
→ u | 13% | -3
O=C(NCCN1CCC(n2c(=O)[nH]c3ccccc32)CC1)c1ccc(OC(F)(F)F)cc1
→ u | 10% | 1
CCCN(C)C1CN(Cc2cn(Cc3ccc(Cl)cc3)nn2)S(=O)(=O)C1 (centres undefined)
→ 0% | -4% | -2
COc1ccc(S(=O)(=O)N(C)C[C@H]2OCCCC[C@H](C)Oc3ccc(NC(=O)Nc4ccc(F)cc4)cc3C(=O)N([C@H](C)CO)C[C@H]2C)cc1
→ -3% | -2% | -1
COC1OC(c2ccccc2)=C(c2cnc(N)nc2)c2ccc(F)cc21 (centres undefined)
→ -66% | 5% | -4
CCCCN1C(=O)C(CC(=O)NCCc2ccccn2)CC(C(=O)N(C)C)=C1C (centres undefined)
→ 10% | 3% | -1
Nc1nccc(N2CCCCC2)n1
→ u | -2% | -2
COCCNC(=O)C1(C)CCCN(C(=O)c2cc(F)cc(F)c2)C1 (centres undefined)
→ 12% | 1% | 0
CCC(c1nnnn1-c1ccc2c(c1)OCCO2)N1CCN(C)CC1 (centres undefined)
→ -22% | 3% | 2
C[C@H]1O[C@H](C2CCCC2)CC2=C1C(=O)OC(C)(C)O2
→ -23% | 0% | 2
C[C@H]1CN([C@@H](C)CO)C(=O)CCCn2cc(nn2)CO[C@@H]1CN(C)C(=O)Nc1ccc(C(F)(F)F)cc1
→ 7% | -11% | -7

Entries of single compounds, looked up by structure. Order of values: ALOX12 inh	GLS inh	PI4K2A block
Entry for Cc1cccc(C)c1-n1nnnc1C(c1cccc2ccccc12)N1CCN(C/C=C/c2ccccc2)CC1 (centres undefined) = -18%	-3%	-1
Entry for CC1(C(=O)NS(=O)(=O)c2cccs2)CCN1C(=O)CC1CC1 (centres undefined) = 0%	0%	-2
Entry for Cc1ccccc1-c1cnc(C(O)c2ccc(F)c(F)c2)[nH]1 (centres undefined) = -5%	-2%	0
Entry for COC(=O)[C@]12CCCCC=C1N(Cc1ccccc1)C(=O)[C@H](CC(=O)NCc1cccc3ccccc13)C2 = -8%	8%	1
Entry for CN(Cc1ccccc1)c1cc2c(c3c1ccn3C)C1CCC2O1 (centres undefined) = u	22%	-3

Going on with the list:
Values in the order – ALOX12 inh | GLS inh | PI4K2A block
Cc1ccc([C@@H]2CC(=O)[C@@H]3CN(S(=O)(=O)c4ccc(C)cc4)[C@H](c4ccc(Cl)cc4)C[C@@H]3N2S(=O)(=O)c2ccc(Cl)cc2)cc1
→ -10% | 0% | -2
O=C(c1ccc(Cl)c(Cl)c1)N1CCC(=O)N([C@H](COCc2ccc(Cl)cc2)Cc2ccccc2)CC1
→ -28% | 9% | -4
COc1cc(NC(=O)C2CC(c3ccccc3O)=NO2)cc(OC)c1OC (centres undefined)
→ 12% | 9% | -6
CC1=C(C(=O)N2CCOCC2)CC(CC(=O)NCc2cccs2)C(=O)N1Cc1ccccc1 (centres undefined)
→ u | 5% | -3
CC(=O)NCCNc1nc2cc(-c3ccc(Cl)cc3C)sc2c(=O)n1C
→ -34% | 7% | -6
C[C@H](CO)N1C[C@H](C)[C@@H](CN(C)S(C)(=O)=O)OCc2cnnn2CCCC1=O
→ -37% | -4% | 5
COc1ccc2c(CN(Cc3ccccc3)Cc3ccccc3)cc(=O)oc2c1
→ u | -8% | -2
CCOC(=O)C1(C)CCCN1C(=O)c1ccccc1OC (centres undefined)
→ u | 3% | -2
O=C1C[C@@H]2C(=O)N(c3ccccc3)C(=O)[C@@H]2[C@@H]2CN(S(=O)(=O)c3ccccc3)[C@@H](c3ccccc3)[C@H]12
→ 10% | -9% | -4
COc1ccccc1-c1cnc(C(O)c2c(C)cc(C)cc2C)[nH]1 (centres undefined)
→ u | 6% | 2

Brought forward from above: 4 entries, followed by the next part.
Values in the order – ALOX12 inh | GLS inh | PI4K2A block
COc1ccc2c(CN(Cc3ccccc3)Cc3ccccc3)cc(=O)oc2c1
→ u | -8% | -2
CCOC(=O)C1(C)CCCN1C(=O)c1ccccc1OC (centres undefined)
→ u | 3% | -2
O=C1C[C@@H]2C(=O)N(c3ccccc3)C(=O)[C@@H]2[C@@H]2CN(S(=O)(=O)c3ccccc3)[C@@H](c3ccccc3)[C@H]12
→ 10% | -9% | -4
COc1ccccc1-c1cnc(C(O)c2c(C)cc(C)cc2C)[nH]1 (centres undefined)
→ u | 6% | 2
Cc1ccc(S(=O)(=O)CCC(=O)OCC(=O)Nc2sccc2C#N)cc1
→ u | -7% | -5
CCc1nc2c(OCc3ccc(C(F)(F)F)cc3)cccn2c1N(C)C(C)=O
→ -29% | 1% | 3
CC1(C(=O)NS(=O)(=O)C2CC2)CCN(C(=O)c2cccc(Cl)c2)C1 (centres undefined)
→ -54% | 1% | 1
Cc1cccc(S(=O)(=O)NC(=O)C2(C)CCN2C(=O)CCC2CCCC2)c1 (centres undefined)
→ 5% | 5% | 1
O=C(Nc1nnc([C@@H]2C[C@H](O)[C@@H](CO)O2)s1)c1cccc(OC(F)(F)F)c1
→ 1% | -2% | 7
COc1ccc(-c2cc(C(=O)Nc3ccc(NC(C)=O)cc3)[nH]n2)c(C)c1
→ -11% | -11% | 6
COC(=O)C[C@H]1C[C@@H]2c3cc(NS(=O)(=O)c4cccc(OC)c4)ccc3O[C@@H]2[C@@H](CO)O1
→ 5% | 3% | -4
